hIAP activ – human IAP activators, primary screen, biochemical, luminescence, uHTS | Intestinal-type alkaline phosphatase (Homo sapiens), P09923 | purified human IAP, CDP-Star luminescence, 30 min; active compounds read high; 1 = vehicle-only enzyme, 0 = enzyme-free background | activation factor at 10 µM | 0.16% of 330,000 active | AID 2524, 2010;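 active means activation factor of the enzyme at least 2-fold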; further: the source names both 10 and 20 µM as test concentration; values of inactives mirror those of a sister screen read the other way
SENP6 block – SENP6 protease inhibitors, primary screen, biochemical, luminescence, uHTS. Sentrin-specific protease 6 (Homo sapiens), Q9GZR1. Recombinant SENP6 catalytic domain, aminoluciferin luminescence. inhibition, % at 10 µM. 1.8% of 330,000 active. AID 2599, 2010;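 active means inhibition above about 50% at the single tested dose, limit read from the data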;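 further: plate controls were DMSO wells with enzyme for no effect and DMSO wells lacking enzyme for full effect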
Target sequence (Q9GZR1 628-1112 limits assumed): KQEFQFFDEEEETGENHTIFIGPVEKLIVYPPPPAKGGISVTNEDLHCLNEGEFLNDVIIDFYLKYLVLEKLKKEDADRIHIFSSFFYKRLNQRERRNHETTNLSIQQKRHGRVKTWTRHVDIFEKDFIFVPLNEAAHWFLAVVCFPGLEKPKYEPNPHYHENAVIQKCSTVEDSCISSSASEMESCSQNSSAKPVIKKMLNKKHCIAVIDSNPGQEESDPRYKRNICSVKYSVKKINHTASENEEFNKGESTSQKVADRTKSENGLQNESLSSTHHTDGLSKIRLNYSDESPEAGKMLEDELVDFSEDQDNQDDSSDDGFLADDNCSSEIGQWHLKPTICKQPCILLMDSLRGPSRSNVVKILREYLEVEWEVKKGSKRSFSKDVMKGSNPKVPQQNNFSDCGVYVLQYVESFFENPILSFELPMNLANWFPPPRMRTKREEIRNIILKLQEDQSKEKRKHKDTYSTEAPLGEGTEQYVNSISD
SENP8 inh – human SENP8 protease inhibitors, primary screen, biochemical, fluorescence, Nedd8 protein substrate, uHTS; Sentrin-specific protease 8 (Homo sapiens), Q96LD8; inhibition, % at 20 µM; recombinant SENP8; 0.64% of 360,000 active; in the data active means inhibition mostly above about 40%, no sharp cut-off; inactive means mostly below about 27%
Target sequence (Q96LD8 whole entry, looked up): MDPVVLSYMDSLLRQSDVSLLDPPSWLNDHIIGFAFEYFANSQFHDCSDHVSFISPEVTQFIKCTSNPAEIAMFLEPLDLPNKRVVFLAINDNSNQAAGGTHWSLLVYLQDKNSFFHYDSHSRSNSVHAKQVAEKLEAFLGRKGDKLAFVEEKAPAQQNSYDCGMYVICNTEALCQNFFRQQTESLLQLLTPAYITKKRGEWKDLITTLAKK
ATG4B inh – ATG4B protease inhibitors, primary screen, biochemical, fluorescence, uHTS | 0.51% of 340,000 active | Cysteine protease ATG4B (Homo sapiens), Q9Y4P1 | ATG4B cleavage of LC3-PLA2, NBD-HPC fluorescence, 1 h | AID 504462, 2011 | inhibition, % at 8.33 µM; in the data active means inhibition above about 40%
GRIN3A LBD mod – binders of NR3A ligand-binding domain, primary screen, biophysical, differential scanning fluorimetry, uHTS. Glutamate receptor ionotropic, NMDA 3A (GRIN3A) ligand-binding domain. NR3A LBD differential scanning fluorimetry, Tm shift; 0% = protein alone, 100% = glycine-bound protein. Tm shift relative to glycine control, % at 25 µM. 2.5% of 340,000 active. AID 1259313, 2017;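 active means melting temperature shift of at least 10% of the positive control shift, at one fixed dose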
SENP1 FRET inh – human SENP1 catalytic domain inhibitors, primary screen, biochemical, FRET, uHTS; Sentrin-specific protease 1 (Homo sapiens), Q9P0U3; recombinant SENP1 catalytic domain, CyPet-SUMO1-YPet FRET cleavage; inhibition, % at 10 µM; 0.21% of 360,000 active; AID 624204, 2012;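 active means inhibition at least 30% at 10 µM, raw YFP signal under a set limit, fluorescence ratio 0.5 to 1.5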;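 further: 0% = enzyme with DMSO and 100% = no enzyme wells; some results filed as inactive read as strong as hits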
Target sequence (Q9P0U3 419-644 limits assumed): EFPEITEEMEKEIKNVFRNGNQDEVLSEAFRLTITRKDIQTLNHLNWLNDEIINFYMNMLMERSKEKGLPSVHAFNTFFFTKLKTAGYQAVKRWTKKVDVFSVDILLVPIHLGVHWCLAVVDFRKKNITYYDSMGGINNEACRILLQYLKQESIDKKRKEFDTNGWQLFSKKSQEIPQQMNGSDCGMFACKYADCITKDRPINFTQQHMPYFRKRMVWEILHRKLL
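Material – human SENP1 catalytic domain · Input – SENP1 enzyme, 20 pM final · Compound dosing – single concentration of 10 µM compound, 0.5% DMSO final · Timing – enzyme reaction for 50 min at room temperature, dark · Measured by – FRET fluorescence in CFP and YFP emission channels · Control set – no-enzyme wells low, DMSO-plus-enzyme wells high control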
MPTP block – mitochondrial permeability transition pore inhibitors, primary screen, biochemical, isolated mouse mitochondria, absorbance; Ca2+ swelling absorbance, 30 min; inhibition, % at 10 µM; 1.4% of 360,000 active; AID 602449, 2012;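 active means inhibition of 50% or more, scaled per plate between neutral and stimulator controls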;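 further: 0% = DMSO wells given calcium and 100% = 1 mM EGTA wells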
PfGluPho inh – PfG6PD enzyme inhibitors, primary screen, biochemical, fluorescence intensity, uHTS | 0.78% of 350,000 active | glucose-6-phosphate dehydrogenase-6-phosphogluconolactonase (Plasmodium falciparum 3D7) | PfGluPho enzyme, NADPH resazurin-diaphorase fluorescence | inhibition, % at 20 µM | AID 504690, 2011;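 active means inhibition reaching at least a set limit at 20 µM in the primary screen, cut at about 59% in these data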;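 further: 0% = DMSO wells with substrate and 100% = DMSO wells lacking glucose-6-phosphate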
* = called active by the depositor; i = inactive; x = no result given.

Compound	hIAP activ	SENP6 block	SENP8 inh	ATG4B inh	GRIN3A LBD mod	SENP1 FRET inh	MPTP block	PfGluPho inh
CCOc1cc(C(=O)Nc2cccc(C(C)=O)c2)ccc1OCC(=O)N1CCCCC1	0.88	-10	14	4	1	2	-1.9	-2
CN1C[C@@H]2C[C@@H](C3=Cc4cc(Cl)ccc4OC3)N3CCC[C@@]23C1=O	0.94	3	-31	8	-4	-5	-1.4	-22
CCCn1c(NC(=O)c2cccc(C)c2C)nc2ccccc21	1.2	-7	-19	17	-2	0	0.9	-15
CCc1ccc(C(C)NC(=O)c2ncn[nH]2)cc1 (stereo not given)	1.1	16	16	-1	-4	2	-0.2	-14
Cc1ccc(NC(=O)CSc2nc3[nH]c(=O)cc(O)c3s2)c(Br)c1	1.1	7	-6	1	1	-9	-1.1	-6
CCN1N=C(c2ccccc2)Cn2c1nc1ccccc12	1.1	-9	i	-5	0	-66	-1.1	42
CC1=C(C(=O)N2CCCCC2)C(c2cccs2)C2=C(CCCC2=O)N1 (stereo not given)	1	-15	-405	3	1	1	-0.3	-13
O=C(CC1CCCCC1)N1CCN(c2ccccn2)CC1	1.2	-19	-11	-4	-1	2	-1.4	-5
CCCN(CCC)C(=O)C1CCN(c2ccc(S(=O)(=O)N3CCOCC3)cc2[N+](=O)[O-])CC1	0.91	-8	15	-3	-1	2	0.4	1
CC(C)CN(C(=O)COC(=O)C12CC3CC(CC(Cl)(C3)C1)C2)c1c(N)n(Cc2ccccc2)c(=O)[nH]c1=O	0.98	-1	-3	-6	-4	0	-1.6	5
COc1ccc(-n2c(C)cc(C(=O)COc3ccc(C)nc3[N+](=O)[O-])c2C)cc1	1	-15	3	0	-1	-2	4.5	29
COC(=O)N1C(=O)[C@](CC(C)C)(c2ccccc2)N1C(=O)OC	x	x	17	-7	-1	1	1.9	28
N#Cc1cc2c([nH]c1=S)CCCCCC2	0.86	-3	-14	-6	5	-10	-2.4	63*
CCOCCN(C(=O)c1ccccc1Cl)c1cccc(C)c1C	0.94	12	0	5	-2	2	1.8	5
CCOc1ccc(C(c2c(NC(=O)c3ccccc3)sc(C)c2C)N2CCN(CCO)CC2)cc1 (stereo not given)	0.89	4	-50	-21	-11	1	-0.1	-1
CC1CCCN(c2ccc3nncn3n2)C1 (stereo not given)	0.94	-2	6	-2	1	1	-0.1	-16
CCOC(=O)C(=CNNc1cccc(Cl)c1)C(=O)OCC	1	4	31	-7	0	3	1.8	41
Cc1cc(C)cc(C(=O)NCCC(=O)N2CCC3(CC2)NCCc2[nH]cnc23)c1	0.79	5	5	4	1	0	1.9	-9
Cc1nn(CCCC(=O)Nc2cccnc2)c(C)c1[N+](=O)[O-]	0.96	-12	14	-1	-1	1	0.7	-5
CC(c1ccccc1)n1cc(C(=O)NCC2CCCO2)nn1 (stereo not given)	1.1	-10	13	-11	-1	2	-2.2	3
Cc1c(Cl)cccc1NC(=S)NC(=O)c1cncc(Br)c1	1.3	-16	27	4	-1	1	8.6	-9
COc1ccc(CNC(=O)c2ccc(CS(=O)(=O)c3ccccc3C)o2)cc1	0.87	1	14	3	1	2	-1.2	2
O=S(=O)(c1ccc(Cl)cc1)N1CCn2c1nc1ccccc12	1.1	-44	-35	4	0	2	0.5	6
CNC(=O)Nc1ccccc1F	0.9	13	26	-5	-3	1	-0.8	-23
Cc1ccccc1CN1CCN(C(=O)CC(C)C)CC1	0.94	8	8	-1	-1	1	0.9	-14
Cc1ccc(S(=O)(=O)N(C)CC(=O)NCc2ccncc2)cc1	0.94	-5	24	2	-2	2	1.3	2
COc1ccc(C)cc1S(=O)(=O)Nc1cc2c3c(c1)C(C)C(=O)N3CCC2 (stereo not given)	1.1	4	8	-7	-2	1	-2.6	3
O=C(c1ccc(Cl)nc1)N1CCN(C/C=C/c2ccccc2)CC1	1.1	-3	14	-8	0	1	-0.8	-9
Cc1onc(-c2ccccc2)c1C(=O)N1CCCC1	0.8	-7	1	-2	1	1	1.0	2
COc1ccccc1C(=O)NC(=O)COC(=O)Cc1ccccc1[N+](=O)[O-]	1.1	7	11	1	3	2	-1.1	-16
COc1ccccc1/C=N/NC(=O)CCn1cnc2ccccc21	1.3	3	8	-13	0	1	0.1	32
CN(Cc1ccc(F)cc1)C(=O)c1cccc(NS(=O)(=O)c2ccccc2)c1	0.96	-4	18	-9	1	1	0.2	4
O=C(c1ccc(-c2cccc(Cl)c2)o1)N1CCN(c2ccc([N+](=O)[O-])cc2)CC1	0.93	30	14	-10	-1	-8	0.6	13
CCOC(=O)NC1(C(F)(F)F)C(=O)NC(C)=C1C#N (stereo not given)	1	-2	16	10	-4	2	-5.0	6
CCOc1ccc(N(CCCCO)C(=S)NC(=O)c2ccc(C)c(Br)c2)cc1	0.92	15	-237	6	5	-3	0.5	26
Cc1ccc(/C=C2\C(=N)N3N=C(CC(=O)N4CCCCC4)SC3=NC2=O)cc1	0.95	-4	10	20	0	0	-0.7	-22
COc1cc(/C=C2/SC(=S)N(CC(=O)NC(C)(C)C)C2=O)cc(OC)c1OC	0.96	11	7	-8	-11	11	1.5	5
O=C(COC(=O)CCCN1C(=O)c2ccccc2C1=O)Nc1ncc(Cl)cc1Cl	0.87	-14	6	-7	1	-1	-0.7	10
COc1cc(N(C)C)c(NC(C)=O)cc1C(=O)O	1.1	3	10	-3	1	-1	1.0	3
O=C(NC1CC1)c1cc(OCC(F)(F)F)ccc1OCC(F)(F)F	0.93	3	10	-7	-2	0	0.2	4
c1cc2c(cc1-c1[nH]ncc1CN1CC3C[C@@H]4CC1C[C@H](C3)C4)OCO2	1.1	-1	18	-2	0	0	0.4	19
CC1CC(C)CN(S(=O)(=O)c2ccc(C(C)(C)C)cc2)C1 (stereo not given)	1.2	13	6	5	4	0	-1.2	-15
Cc1ccccc1-n1c(O)cc(=O)[nH]c1=S	0.98	-8	0	-7	0	-16	0.2	7
Cc1cccc(NC(=O)CN2C(=O)C3CC=CCC3C2=O)c1C (stereo not given)	x	x	15	x	x	1	0.0	-7
Cc1cc(C2=CC(=O)C[C@H](c3ccc4c(c3)OCO4)C2)ccc1F	1.1	-2	9	-4	0	0	-0.7	0
CCOc1ccc(-n2ccc(=O)c(C(=O)Nc3ccc(S(=O)(=O)N4CCOCC4)cc3)n2)cc1	0.77	11	-326	-5	3	-9	-1.3	-2
CC1CN(C(=O)C(C)N2CCN(c3ccccc3Cl)CC2)CC(C)O1 (stereo not given)	1	-13	-4	6	0	2	-0.2	19
CCNC(=O)C1CCCc2c1[nH]c1ccc(Cl)cc21 (stereo not given)	0.84	-13	4	3	-2	0	-0.2	14
CCN(CC(=O)Nc1cccc(Br)c1)Cc1nc2ccccc2c(=O)[nH]1	x	x	4	-12	-4	-8	0.7	10
CC1CCCCN1S(=O)(=O)c1ccc(C(=O)Nc2nnc(C3CC3)o2)cc1 (stereo not given)	1.2	-10	4	-8	-1	2	0.5	-13
O=S(=O)(c1ccccc1)N1CCC(Oc2ccc(-n3cnnn3)cc2)CC1	0.89	-1	10	-14	-1	1	-0.6	10
Cc1ccc(S(=O)(=O)N(Cc2ccccc2)C(C)C)cc1	1.1	3	30	8	2	-2	0.8	14
Cc1nc2cc(C(F)(F)F)ccc2n1C1CCN(C(=O)N2CCOCC2)CC1	0.95	4	-7	-17	1	1	-1.1	-1
O=C(NN=Cc1ccccc1Cl)c1ccc([N+](=O)[O-])cc1	x	x	5	-6	-2	1	0.2	3
CCCc1nnc(NC(=O)CCC(=O)NC2CCCCCC2)s1	0.98	1	11	-5	9	1	0.4	-9
CS(=O)(=O)N1CCN(C(=O)c2csc3ccccc23)CC1	0.98	-14	9	2	0	-2	1.3	-17
CC(=O)Nc1ccc(S(=O)(=O)Nc2cccc(-c3cn4c(n3)SCC4)c2)cc1	0.95	-3	8	-6	-10	2	4.5	14
O=C1CCN(Cc2ccccc2)CCN1[C@H](CSc1ccccc1)Cc1ccccc1	0.99	5	7	2	9	3	0.0	-6
CCC(CC)C(=O)NCc1ccc(OC)cc1	1.3	13	14	0	0	1	-0.9	-1
O=C(CSc1nc2ccccc2c(=O)n1-c1ccccc1)N1CCN(CCO)CC1	0.96	-24	19	-11	0	-1	0.5	-3

The listing continues.
Compound	hIAP activ	SENP6 block	SENP8 inh	ATG4B inh	GRIN3A LBD mod	SENP1 FRET inh	MPTP block	PfGluPho inh
Cc1ccc(COC(=O)c2cc(S(=O)(=O)N3CCOCC3)ccc2C)cc1	0.94	4	17	-18	0	-1	0.4	5
CCOC(=O)N1CCN(C(=O)COc2ccc(S(=O)(=O)Nc3ccc(OCC)cc3)cc2)CC1	1.1	8	5	-13	-12	0	0.5	-8
COc1cccc(/C=C2/C(=O)NN(c3ccccc3)C2=O)c1	x	x	8	2	-1	2	2.2	13
Nc1c(-c2cccc(Cl)c2)cnn1-c1ccccc1	0.87	20	13	13	-14	2	0.2	9
OC1(c2ccc(Cl)cc2)CCN(Cc2cn[nH]c2-c2ccccc2)CC1	1.2	-16	20	-7	1	1	-0.8	1
O=C(CN1C(=O)c2ccccc2S1(=O)=O)c1ccc(F)cc1	1.2	11	24	-7	0	4	2.7	-10
Cc1nn(C)c(C(=O)Nc2c(C)nn(Cc3c(F)c(F)c(F)c(F)c3F)c2C)c1Br	0.91	15	16	3	0	1	0.8	-17
CC(=O)Oc1c(C)c(C)c2c(c1C)CCC(C)(CCCC(C)CCCC(C)CCCC(C)C)O2 (stereo not given)	1	0	5	9	0	5	1.2	-13
CCCOC(=O)C1=C(C)NC2=C(C(=O)C(C(=O)OC)C(C)C2)C1c1ccc(N(CC)CC)cc1 (stereo not given)	0.89	17	-23	15	-5	-11	-0.2	9
COc1ccc(Br)cc1CN(C)CC(=O)Nc1cc(Cl)ccc1Cl	0.95	-14	7	-13	2	2	3.3	2
Cc1ccc(Cn2cccc2/C=C2/C(=N)N3C=CSC3=NC2=O)cc1	0.98	-2	-2	-3	0	-41	-10	-3
O=c1oc2ccccc2c(Cl)c1CN1CCCCC1	0.94	12	0	-3	0	-7	-0.1	-5
O=S(=O)(c1ccc(Br)cc1)N1CCN(c2cc(-c3ccccc3)nc3ncnn23)CC1	0.73	-5	-92	-12	1	1	1.3	5
CCOC(=O)C1CCN(S(=O)(=O)c2ccc(OCC(=O)OC)cc2)CC1	1	-4	12	-1	-1	2	0.7	-21
COc1ccc(S(=O)(=O)N2CCC(C(=O)NCc3ccccn3)CC2)cc1OC	0.87	-9	2	-8	1	2	-1.5	-19

2 entries picked at random from the list so far, as already listed:
Compound	hIAP activ	SENP6 block	SENP8 inh	ATG4B inh	GRIN3A LBD mod	SENP1 FRET inh	MPTP block	PfGluPho inh
CCCOC(=O)C1=C(C)NC2=C(C(=O)C(C(=O)OC)C(C)C2)C1c1ccc(N(CC)CC)cc1 (stereo not given)	0.89	17	-23	15	-5	-11	-0.2	9
COc1ccc(Br)cc1CN(C)CC(=O)Nc1cc(Cl)ccc1Cl	0.95	-14	7	-13	2	2	3.3	2

Bioassay records: PubChem BioAssay, Sanford-Burnham Center for Chemical Genomics
